PI4K2A inh – qHTS for small molecular inhibitors of PI4K2A; purified PI4K2A, ADP-Glo luminescence, 1 h; stronger effect = lower value; Phosphatidylinositol 4-kinase type 2-alpha (Homo sapiens), Q9BTU6; hit rate 0.13% among 420,000; AID 1346378, 2018; activity change, negative = inhibition, % at 76.9 µM; in the data active means activity change below about -50%; inconclusive means mostly about -30% to -49%;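 further: -100% = wells without enzyme as full effect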
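PI4K2A activity was measured by ADP-Glo luminescence: enzyme (4 ug/mL stock) and phosphatidylinositol (1.2 mM stock) in Tris pH 7.5/MgCl2/EGTA/Triton X-100 buffer were reacted with ATP (300 microM stock) for one hour at ambient temperature.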
RGS4 inh – Inhibitors of Regulator of G Protein Signaling (RGS) 4: qHTS; AID 504845, 2011; Regulator of G-protein signaling 4 (Homo sapiens), P49798; Potency, µM (top dose mostly 114 µM), without a hit: top-dose activity change, negative = inhibition, usual class: inhibitors; hit rate 0.039% among 390,000; Transcreener GDP fluorescence polarization, RGS4-accelerated GTP hydrolysis; further: potency means the concentration at half of the fitted maximal effect; on the % scale 0 is the no-effect control and ±100 the full control effect; nearly all actives have a fitted effect of over 75% in size; some results filed as inactive show a strong effect at the top dose
Target sequence (P49798 whole entry, looked up): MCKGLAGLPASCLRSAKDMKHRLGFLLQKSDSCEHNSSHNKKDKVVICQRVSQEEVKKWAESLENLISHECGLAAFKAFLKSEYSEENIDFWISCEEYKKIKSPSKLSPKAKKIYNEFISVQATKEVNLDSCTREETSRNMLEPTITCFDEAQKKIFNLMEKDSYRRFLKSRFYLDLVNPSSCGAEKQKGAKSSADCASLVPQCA
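MLSMR compounds (23 nl, pin-transferred) preincubated 10 min at room temperature with a 500nM (2x) first reagent, then RGS4 at 900nM (2x) plus Transcreener GDP mix added; fluorescence polarization (620/688 nm) read before and after 90 min at 30 °C.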
BAZ2B block – qHTS Assay for Inhibitors of BAZ2B | Bromodomain adjacent to zinc finger domain protein 2B (Homo sapiens), Q9UIF8 | AlphaScreen BAZ2B-H3K14Ac peptide displacement | Potency, µM (doses to about 114 µM), inactives show at the highest dose activity change, negative = inhibition, most hits filed as inhibitors | hit rate 4.4% among 360,000; further: potency means the concentration at half of the fitted maximal effect; on the % scale 0 is the no-effect control and ±100 the full control effect; nearly all actives have a fitted effect of over 60% in size
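Complex of BAZ2B and biotin-H3K14Ac (50 nM apiece) forms over 30 min at RT, then faces library compounds up to 110 uM for another 30 min; AlphaScreen beads added, 20 min dark incubation, luminescence read.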
ERG-DNA inh – qHTS for Small Molecule Inhibitors of the ERG Ets/DNA interaction; fluorescence polarization, His-ERG Ets domain / labelled DNA; Potency, µM (highest dose often 76.9 µM), without a hit: at the highest dose FP activity, negative = inhibition, usual class: inhibitors; hit rate 0.028% among 370,000; active means well fitted inhibition curve with a large enough effect in the polarisation, with a control signal flat; inconclusive means small, poorly fitted or top-dose-only effect, or effect the other way, or a change in a side signal; inactive means no such curve, though single readings can be large or run the other way; the % refers to the polarisation;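 further: polarization taken with two DNA probes labelled with fluorescein and Texas red; potency means the concentration at half of the fitted maximal effect; % of control where 0% means no effect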
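His-tagged ERG Ets domain (1 uM in the protein solution; 300mM KCl, 50mM Tris-HCl, 1mM EDTA, 1mM DTT, pH 7.5) received compound, then a probe mix of 5 nM fluorescein-DNA and 100nM Texas-615-DNA. Fluorescence polarization was read for both dyes.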
JMJD2A Tudor inh – qHTS Assay for Inhibitors of JMJD2A-Tudor Domain. AlphaScreen JMJD2A-Tudor / H3K4me3 peptide binding. Lysine-specific demethylase 4A (Homo sapiens), O75164. Potency, µM (titrated, usually from 114 µM), inactives show at the top dose activity change, negative = inhibition, most hits filed as inhibitors. hit rate 4.4% among 390,000; further: potency means the concentration at half of the fitted maximal effect; on the % scale 0 is the no-effect control and ±100 the full control effect; nearly all actives have a fitted effect of over 50% in size
GLS inh – qHTS for Inhibitors of Glutaminase (GLS); Glutaminase kidney isoform, mitochondrial (Homo sapiens), O94925; GLS enzymatic activity, qHTS titration; Potency, µM (series often up to 45.5 µM), for the others: top-dose activity change, negative = inhibition, most hits filed as inhibitors; hit rate 0.21% among 410,000; AID 624170, 2012; further: potency means the concentration at half of the fitted maximal effect; on the % scale 0 is the no-effect control and ±100 the full control effect
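Assay buffer: 45 mM KH2PO4 pH 8.2, 0.02% Tween-20. hKGA acts on L-glutamine (1 mM solution added); product glutamate is reported by an oxidase/peroxidase Amplex Red coupling, with fluorescence taken at baseline and 30 min.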
HP1b binding inh – HTS for Inhibitors of HP1-beta Chromodomain Interactions with Methylated Histone Tails | Chromobox protein homolog 1 (Homo sapiens), P83916 | AlphaScreen HP1-beta / biotin-H3K9me3 peptide binding | Potency, µM (doses to about 114 µM), without a hit: at the top dose activity change, negative = inhibition, usual class: inhibitors | hit rate 0.56% among 390,000; further: potency means the concentration at half of the fitted maximal effect; nearly all actives have a fitted effect of over 70% in size; inactives centre near 23
Target sequence (P83916 whole entry, looked up): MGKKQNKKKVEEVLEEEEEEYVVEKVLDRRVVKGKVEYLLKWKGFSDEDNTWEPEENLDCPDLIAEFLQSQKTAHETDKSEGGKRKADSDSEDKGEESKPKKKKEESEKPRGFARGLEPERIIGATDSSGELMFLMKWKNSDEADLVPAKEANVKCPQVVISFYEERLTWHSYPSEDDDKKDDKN
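HP1-beta protein (50 nM final) preincubated 30 min at room temperature with biotinylated H3(1-18)K9me3 peptide (50 nM) in PBS pH 7.4, 0.01% Tween-20, then compound added for 30 min. AlphaScreen streptavidin donor/nickel chelate acceptor beads (10 ug/mL final), 30 min dark, luminescence read.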
12-LOX inh – Primary qHTS assay for inhibitors of human arachidonate 12S-lipoxygenase (ALOX12): Round 2. Polyunsaturated fatty acid lipoxygenase ALOX12 (Homo sapiens), P18054. Potency, µM (top dose mostly 108 µM), for the others: at the highest dose activity change, negative = inhibition, usual class: inhibitors. purified 12hLO, xylenol orange hydroperoxide absorbance. hit rate 1.1% among 580,000; further: potency means the concentration at half of the fitted maximal effect; on the % scale 0 is the no-effect control and ±100 the full control effect
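Hydroperoxide product was detected by ferrous iron/xylenol orange as the 573 to 405 nm absorbance ratio. Arachidonic acid at 40 uM (final) was turned over for 30 min at room temperature by 150 nM human 12hLO, pH 7.0 Hepes buffer, after 15 min compound preincubation.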
G9a block – qHTS Assay for Inhibitors of Histone Lysine Methyltransferase G9a; hit rate 8.8% among 350,000; AID 504332, 2011; Potency, µM (series often up to 102 µM), for the others: top-dose activity, negative = inhibition, usual class: inhibitors; Histone-lysine N-methyltransferase EHMT2 (Homo sapiens), Q96KQ7; G9a H3K9 monomethylation, AlphaScreen, 2 h; further: potency means the concentration at half of the fitted maximal effect; on the % scale 0 is the no-effect control and ±100 the full control effect; nearly all actives have a fitted effect of over 75% in size
Target sequence (Q96KQ7 913-1193 limits assumed): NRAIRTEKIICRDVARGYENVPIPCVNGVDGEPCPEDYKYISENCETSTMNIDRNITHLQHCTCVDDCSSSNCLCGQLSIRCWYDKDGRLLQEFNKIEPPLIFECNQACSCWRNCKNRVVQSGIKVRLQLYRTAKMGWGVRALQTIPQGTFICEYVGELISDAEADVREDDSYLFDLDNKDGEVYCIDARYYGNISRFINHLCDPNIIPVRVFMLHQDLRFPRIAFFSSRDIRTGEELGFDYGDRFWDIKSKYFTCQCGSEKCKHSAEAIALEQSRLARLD
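Using a bead-based AlphaScreen, monomethylated H3K9 product from 2 h room-temperature reactions (G9a 20 nM, peptide 500 nM, SAM 20 uM) was detected with 0.5 ug/mL rabbit anti-H3K9me1 antibody.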
Active calls of the source: *; ? = inconclusive; · = not tested or not shown; & = joins results of further samples; [ ] = remark or other dose. Unless noted, the call rests on the fitted dose curve; in most records, active means well fitted curve in the direction sought with a large enough effect; inconclusive means small, poorly fitted or top-dose-only effect, or another doubt; inactive means no such curve, though single readings can be large; an effect the other way counts as inactive or inconclusive.

item	GLS inh	12-LOX inh	HP1b binding inh	ERG-DNA inh	RGS4 inh	PI4K2A inh	G9a block	JMJD2A Tudor inh	BAZ2B block	molecule
1	0.8%	-1.0%	42.2%[activator]	-4.9%	14.1%[11.4 µM]	0.4	·	1.7%	5.7%	COC(=O)c1sc2ncn(CC(=O)NCCc3ccc(OC)c(OC)c3)c(=O)c2c1C
2	-8.7%	-0.2%	34.2%	-0.7%	5.9%	-1.1	12.3%[59 µM]	-9.7%	-15.1%	CCc1ccc(OCc2nc(-c3ccc(-n4cccc4)cc3)no2)cc1
3	22.1%	33.7%[activator]	12.4%	-5.8%	2.1%	-3.6	9.6%	-6.3%	1.4%	Cc1c(CCC(=O)O)c(=O)oc2cc(OCc3cccc(F)c3)ccc12
4	-19.6%	9.1%	17.4%	14.8%[15.4 µM]	19.3%	0.9	·	-12.8%	·	N#Cc1ccccc1OCC(=O)Nc1cc(S(=O)(=O)N2CCCCC2)ccc1N1CCOCC1
5	0.1%	-14.5%	5.8%	4.4%	23.9%	0.2	3.4%[0.501 µM]	-10.3%	5.0%	COc1ccc(CCN2CC(C(=O)NCC(=O)Nc3ccc(F)c(F)c3)CC2=O)cc1OC (stereo not drawn)
6	-0.7%	?	-5.8%	8.4%	-47.7%	-5.7	·	50.1µM*	31.6µM*	CN(C)CCCN(C(=O)c1ccc(C(=O)c2ccccc2)cc1)c1nc2cc3c(cc2s1)OCCO3
7	1.0%	-23.1%	9.7%	-0.2%	12.5%	-5.8	-31.7%	-10.9%	1.1%	Cc1ccccc1NC(=O)CSc1nnc2ccc(-c3cccnc3)nn12
8	15.1%	?	13.4%	2.8%	-28.8%	3.3	?	-23.2%	?	CCCCNC(=S)N(C)N=C1CCC(c2ccccc2)CC1 (stereo not drawn)
9	3.5%	2.5%	25.4%	·	-8.2%	0.2	-2.0%[12.7 µM]	-7.9%	-2.0%	O=C(NCCN1CCN(Cc2ccccc2)CC1)C1CC(=O)N(C2CCCC2)C1 (stereo not drawn)
10	-15.0%&6.7%	-1.1%&-20.7%	65.2%&9.8%[activator]	-11.4%&-1.0%	-7.2%[56.9 µM]	0.7&-4.4	7.4%[59 µM]	-14.9%&-8.3%	0.6%&-5.1%	O=C(Cn1cnc(S(=O)(=O)N2CCCC2)c1)Nc1cccc(Br)c1
11	-13.7%	0.0%	38.4%[activator]	9.4%	37.1%	2.9	-48.1%[59 µM]	-4.8%	-5.8%	CC1CCc2c(sc3nc(-c4cc5ccccc5oc4=O)nc(Cl)c23)C1 (stereo not drawn)
12	-9.6%	0.0%	25.5%	-4.8%	-3.2%	1.1	31.7%[0.501 µM]	-5.4%	1.3%	CCOC(=O)N1CCC(NC(=O)CCc2c(C)nc3ncnn3c2C)CC1
13	-13.3%	-13.9%	12.7%	-3.3%	1.1%	1.7	20.9%[59 µM]	-16.7%	-1.8%	CCOC(=O)N1CCN(C(=O)CSCC(=O)Nc2nc(-c3cccs3)cs2)CC1
14	2.0%	-0.4%	2.4%	0.4%	15.1%	-0.3	5.8%[59 µM]	-25.8%	-10.1%	Cc1cccn2c(NC(=O)c3cccs3)c(-c3ccccc3)nc12
15	7.2%	-19.6%	17.2%	-0.2%	19.6%	-7.1	6.0%[59 µM]	-14.6%	-11.8%	Cc1ccc(-c2nn(CCC(=O)Nc3ccc(Cl)c(Cl)c3)c(=O)c3ccccc23)cc1
16	-2.2%	?	28.0%	-2.1%	0.0%	-0.3	31.6µM*	-25.5%	-14.4%	NS(=O)(=O)c1ccc(NC(=O)c2ccc(S(=O)(=O)N3CCc4ccccc43)cc2)cc1
17	0.6%	-0.7%	53.3%[activator]	5.4%	-27.0%	1.3	13.0%	-9.8%	-13.2%	CN1C(=O)C(C)(C)c2cc(S(=O)(=O)NCC3CCC(C(=O)NC4CCCCC4)CC3)ccc21 (stereo not drawn)
18	-1.3%	?	19.2%	1.3%	-3.4%	1.9	-36.2%	-24.0%	-19.6%	Cc1ccc(NC(=O)CNc2cccc(S(=O)(=O)N3CCCC3)c2)cc1F
19	-20.3%	-23.0%	15.6%	-1.5%	-23.6%	-5.7	9.9%[59 µM]	-11.6%	2.4%	COc1ccccc1CNC(=O)CCCn1c(=O)c2ccccc2n(Cc2ccc(C)cc2)c1=O
20	5.7%	-9.1%	40.7%[activator]	-3.8%	-21.0%	0.5	·	-4.8%	·	NC(=O)c1ccc(NC(=O)COC(=O)C2CCN(S(=O)(=O)c3cccs3)CC2)cc1
21	1.2%	15.8%	65.2%[activator]	3.8%	-11.1%	3.1	6.6%	-6.4%	-9.1%	COC(=O)[C@H](Cc1ccccc1)[C@@H](C)OS(N)(=O)=O
22	-16.2%	·	-14.0%[57 µM]	6.4%	-30.1%	-1.5	?	-9.6%	·	O=C(NC(=S)Nc1ccc(-c2ccc(CO)o2)cc1)c1cccs1
23	1.4%	0.6%	35.4%	-5.6%	0.2%	-5.2	18.2%	-2.1%	2.1%	Cc1noc(C(=O)N2CC3(C)CC2CC(C)(C)C3)c1Cl (stereo not drawn)
24	21.5%	236.3%[activator]	23.8%	3.7%	-2.4%	-20.5	-17.7%[59 µM]	-22.2%	-4.8%	Nc1c2c(nc3ccccc13)CCC2
25	1.2%	7.6%	12.9%	-3.9%	11.4%	0.5	1.4%	-4.5%	-2.3%	CC(=O)c1cccc(NC(=O)NN2CCN(C)CC2)c1
26	12.5%	0.0%	37.9%	-3.6%	-0.2%	-80.3*	5.0%[59 µM]	-20.0%	-30.6%	Cc1nc2cc(-c3ccccc3)sc2c(=O)n1N
27	1.8%	9.7%	20.3%	-9.4%	16.7%	-2.5	?	-34.5%	-25.5%	CCOc1ccc(OCC)c(NC(=O)C2CCCN2S(=O)(=O)c2cccc3cccnc23)c1 (stereo not drawn)
28	2.3%	2.2%	23.9%	3.1%	-7.5%	-0.6	-41.0%	-2.1%	-5.7%	CC(=O)Nc1ccc(C(=O)NN2C(=O)c3ccccc3C2=O)cc1
29	38.2%[activator]	?	-4.0%	-8.8%	?	-0.2	50.1µM*	-19.4%	-2.5%	O=C1NCCCc2c1oc1cc(Br)c(O)c(Br)c21
30	3.6%	8.5%	15.4%	3.8%	9.3%	-0.5	12.6%	-15.6%	-1.4%	Cc1c(C)c2ccc(OCC(=O)N3CC[C@@]4(O)CCCC[C@H]4C3)c(C)c2oc1=O
31	0.8%	-13.6%	1.3%	2.2%	5.3%	3.7	?	-18.6%	-3.0%	COc1ccccc1NC(=O)C1CCCN(c2nnc(C)c3c(C)n(-c4ccccc4)nc23)C1 (stereo not drawn)
32	6.0%	-18.1%[57.4 µM]	20.1%	8.5%	-9.0%	-17.2	?	-20.5%	?	N#CC1=C(N)NC(SCC(=O)Nc2ccccc2)=C(C#N)C12CCCCC2
33	5.3%	-16.5%	10.3%[57 µM]	0.0%	12.2%	-3.6	15.7%[59 µM]	1.0%	4.9%	COc1cccc(CNC(=O)c2sc3nc[nH]c(=O)c3c2C)c1
34	-15.8%	0.7%	43.6%[activator]	-1.8%	-8.9%	-5.3	25.4%[59 µM]	-2.8%	1.8%	CC(=O)C(Cc1ccc(Cl)nc1)(Cc1ccc(Cl)nc1)C(C)=O
35	-3.6%	0.0%	39.1%[activator]	1.2%	-24.9%	0.1	?	-19.2%	-15.5%	COc1ccc(-c2cc(C(=O)N/N=C/c3cccnc3)c3ccccc3n2)cc1
36	-1.7%	0.0%	16.2%	12.9%	10.5%	-0.9	66.0%[activator]	-6.2%	-0.1%	COc1ccc(/C=C/C(=O)NCC(=O)N/N=C/c2cccs2)cc1

Whole records from above. Order of values: GLS inh, 12-LOX inh, HP1b binding inh, ERG-DNA inh, RGS4 inh, PI4K2A inh, G9a block, JMJD2A Tudor inh, BAZ2B block
Record of COc1ccc(/C=C/C(=O)NCC(=O)N/N=C/c2cccs2)cc1 : -1.7%, 0.0%, 16.2%, 12.9%, 10.5%, -0.9, 66.0%[activator], -6.2%, -0.1%
Record of N#CC1=C(N)NC(SCC(=O)Nc2ccccc2)=C(C#N)C12CCCCC2 : 6.0%, -18.1%[57.4 µM], 20.1%, 8.5%, -9.0%, -17.2, ?, -20.5%, ?

These rows are one share of the data (hit frequency here may not be typical).
